MIN6 prolif – MIN6 beta-cell proliferation induction. MIN6 cells proliferation, ATPlite luminescence, 48 h; cells starved in 0.2% serum; 100% = growth in 10% serum. proliferation, % at 10 µM. 330,000 tested, 0.29% active;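 active means compounds whose signal lies at least 3.5 SD above the mean of all wells on their plate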;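 further: 0% = DMSO-treated cells in low-serum medium and 100% = 10% serum control; some compounds called inactive have numbers as strong as hits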
hIAP inh – blocks human intestinal alkaline phosphatase. purified IAP, CDP-Star luminescence, 30 min. inhibition, % at 10 µM. 330,000 tested, 0.12% active. AID 2544;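 active means inhibition reaching a set limit with compound at 10 µM in the primary screen, cut at about 35% in these data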;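 further: plate controls were DMSO wells with enzyme for no effect and no-enzyme buffer wells for full effect; values of inactives mirror those of a sister screen read the other way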
Target sequence (P09923 whole entry, looked up): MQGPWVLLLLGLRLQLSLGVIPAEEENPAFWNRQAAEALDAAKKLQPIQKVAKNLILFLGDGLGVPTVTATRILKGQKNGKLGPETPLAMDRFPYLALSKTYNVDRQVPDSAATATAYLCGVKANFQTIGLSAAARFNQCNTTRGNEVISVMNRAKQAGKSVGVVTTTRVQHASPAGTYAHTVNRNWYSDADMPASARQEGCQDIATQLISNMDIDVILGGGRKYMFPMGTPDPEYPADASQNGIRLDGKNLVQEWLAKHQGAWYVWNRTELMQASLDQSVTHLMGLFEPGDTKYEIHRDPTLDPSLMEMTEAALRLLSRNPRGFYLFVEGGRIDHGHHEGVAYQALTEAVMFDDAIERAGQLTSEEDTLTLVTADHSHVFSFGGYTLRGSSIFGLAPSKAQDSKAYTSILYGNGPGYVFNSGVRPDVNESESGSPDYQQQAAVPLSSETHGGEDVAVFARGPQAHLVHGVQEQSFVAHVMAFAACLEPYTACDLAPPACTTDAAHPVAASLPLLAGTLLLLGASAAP
mIAP activ – mouse IAP activation; muIAP, CDP-Star luminescence, 30 min; active compounds read high; 1 = vehicle-only enzyme signal, 0 = enzyme-free wells; activation factor at 10 µM; 330,000 tested, 0.24% active;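 active means activation factor of at least 2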; further: the source names both 10 and 20 µM as test concentration; values of inactives mirror those of a sister screen read the other way
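Assay system: mouse IAP enzyme / Compound: DMSO-dissolved test compounds / Timing: 30 min, room temperature / Measured by: luminescence from enzymatic CDP-Star hydrolysis / Control set: DMSO-only wells, enzyme-free buffer wells as negative control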
APOBEC3G inh – APOBEC3G (human) deaminase inhibition; 330,000 tested, 0.28% active; Q9HC16; recombinant A3G, ssDNA deamination FAM/TAMRA fluorescence; inhibition, % at 20 µM;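 active means inhibition of at least 40% at 20 µM, with no more than 30% in the related APOBEC3A deaminase screen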;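 further: plate controls were DMSO wells with A3G for no effect and wells lacking A3G enzyme for full effect; some compounds called inactive have numbers as strong as hits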
mIAP block – blocks mouse intestinal alkaline phosphatase; purified mouse IAP, CDP-Star luminescence, 30 min; AID 2806; 330,000 tested, 0.2% active; inhibition, % at 10 µM;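 active means inhibition of at least 40% at 10 µM in the primary screen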;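 further: plate controls were DMSO with enzyme for no effect and no enzyme wells for full effect; values of inactives mirror those of a sister screen read the other way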
hIAP act – increases human intestinal alkaline phosphatase activity. purified human IAP, CDP-Star luminescence, 30 min; active compounds read high; 1 = vehicle-only enzyme, 0 = enzyme-free background. activation factor at 10 µM. 330,000 tested, 0.16% active. AID 2524;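 active means activation factor of the enzyme at least 2-fold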; further: the source names both 10 and 20 µM as test concentration; values of inactives mirror those of a sister screen read the other way
A3A deaminase – blocks human APOBEC3A ssDNA deamination. P31941. recombinant A3A, FAM/TAMRA ssDNA deamination fluorescence. inhibition, % at 20 µM. 330,000 tested, 0.41% active. AID 493011;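 active means at least 40% inhibition at 20 µM here, with at most 30% in a related deaminase screen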;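 further: plate controls were A3A with DMSO for no effect and wells lacking A3A enzyme for full effect; some results filed as inactive read as strong as hits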
Target sequence (P31941 whole entry, looked up): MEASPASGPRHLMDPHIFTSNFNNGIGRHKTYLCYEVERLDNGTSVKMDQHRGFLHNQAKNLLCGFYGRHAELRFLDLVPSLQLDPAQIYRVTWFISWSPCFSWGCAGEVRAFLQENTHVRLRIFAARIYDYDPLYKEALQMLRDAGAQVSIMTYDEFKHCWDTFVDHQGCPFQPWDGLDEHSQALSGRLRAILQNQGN
ATG4B inh – ATG4B (human) cysteine protease inhibition | Q9Y4P1 | ATG4B cleavage of LC3-PLA2, NBD-HPC fluorescence, 1 h | inhibition, % at 8.33 µM | 340,000 tested, 0.51% active | AID 504462; in the data active means inhibition above about 40%
MPTP inh – permeability transition pore inhibition. isolated mouse mitochondria, Ca2+ swelling absorbance, 30 min. inhibition, % at 10 µM. 360,000 tested, 1.4% active. AID 602449;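 active means inhibition of 50% or more, scaled per plate between neutral and stimulator controls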;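 further: 0% = DMSO wells given calcium and 100% = 1 mM EGTA wells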
Starred values were filed as active, the others as inactive.

For O=S(=O)(Nc1cccc(C(F)(F)F)c1)c1cccnc1 the results were MIN6 prolif -1, hIAP inh -11, mIAP activ 1.2, APOBEC3G inh -3, mIAP block -22, hIAP act 1.1, A3A deaminase -3, ATG4B inh 1 and MPTP inh -0.6.
Screening Cc1ccc(C(=O)N/C(=C/c2ccco2)C(=O)O)cc1 returned MIN6 prolif -2, hIAP inh 12, mIAP activ 0.79, APOBEC3G inh 3, mIAP block 21, hIAP act 0.88, A3A deaminase 23, ATG4B inh 14 and MPTP inh -1.3.
Screening NS(=O)(=O)c1cccc(NS(=O)(=O)c2ccc(/C=C/C(=O)OCC(=O)c3ccccc3)cc2)c1 returned MIN6 prolif -3, hIAP inh 1, mIAP activ 0.69, APOBEC3G inh -13, mIAP block 31, hIAP act 0.99, A3A deaminase -2, ATG4B inh 12 and MPTP inh 60*.
COc1ccccc1NC(=O)N1CCN(c2ccc(F)cc2)CC1 was read as MIN6 prolif 1, hIAP inh 8, mIAP activ 0.97, APOBEC3G inh -4, mIAP block 3, hIAP act 0.92, A3A deaminase -4, ATG4B inh -6 and MPTP inh 0.5.
`COc1ccc(NC(=O)NC23CC4(C)CC(C)(CC(C)(C4)C2)C3)cc1` gave MIN6 prolif -4, hIAP inh -30, mIAP activ 3.1*, APOBEC3G inh -3, mIAP block -207, hIAP act 1.3, A3A deaminase 2, ATG4B inh -3 and MPTP inh 97*.
For Clc1ccc(-c2ccc(CN3CCCCC3)o2)cc1 the results were MIN6 prolif -1, hIAP inh 0, mIAP activ 0.91, APOBEC3G inh 0, mIAP block 9, hIAP act 1, A3A deaminase 0, ATG4B inh 1 and MPTP inh 1.2.
Cc1cc(OC(=O)c2ccco2)c(Sc2ccccc2[N+](=O)[O-])c(=O)o1 was read as MIN6 prolif -5, hIAP inh 9, mIAP activ 0.93, APOBEC3G inh -6, mIAP block 7, hIAP act 0.91, A3A deaminase -3, ATG4B inh -5 and MPTP inh -2.8.
Cc1cc(OC(=O)c2ccc(C)c(C)c2)c([N+](=O)[O-])c(=O)[nH]1 was read as MIN6 prolif 3, hIAP inh 8, mIAP activ 1, APOBEC3G inh -5, mIAP block -1, hIAP act 0.92, A3A deaminase -3, ATG4B inh -1 and MPTP inh -2.4.
For O=S(=O)(NCc1ccc(Cl)cc1)NCc1ccc(Cl)cc1 the results were MIN6 prolif -3, hIAP inh 4, mIAP activ 0.98, APOBEC3G inh -10, mIAP block 2, hIAP act 0.96, A3A deaminase -3, ATG4B inh 2 and MPTP inh 0.7.
O=C(CCc1ccccc1)NC(NC(=S)Nc1ccc(Cl)cc1)C(Cl)(Cl)Cl (stereo not given) was read as MIN6 prolif 0, hIAP inh 6, mIAP activ 1, APOBEC3G inh 1, mIAP block -1, hIAP act 0.94, A3A deaminase -1, ATG4B inh 0 and MPTP inh 94*.
`C/C(=N\Nc1nc(-c2ccccn2)nc2ccccc12)c1ccc(F)cc1` gave MIN6 prolif -4, hIAP inh 14, mIAP activ 0.86, APOBEC3G inh -1, mIAP block 14, hIAP act 0.86, A3A deaminase 2, ATG4B inh -6 and MPTP inh -0.4.
`O=C(Cn1cnc2c(cnn2-c2ccccc2Cl)c1=O)N1CCc2ccccc21` gave MIN6 prolif -1, hIAP inh 6, mIAP activ 0.96, APOBEC3G inh -4, mIAP block 4, hIAP act 0.94, A3A deaminase 0, ATG4B inh 6 and MPTP inh 8.1.
Screening NNS(=O)(=O)c1ccc(Sc2ccccn2)c([N+](=O)[O-])c1 returned MIN6 prolif -1, hIAP inh -15, mIAP activ 0.97, APOBEC3G inh -4, mIAP block 3, hIAP act 1.2, A3A deaminase 0, ATG4B inh -12 and MPTP inh 4.5.
`CCC(CC)c1nnc(NC(=O)[C@@H](NC(=O)c2cccc(C)c2)C(C)C)s1` gave MIN6 prolif -1, hIAP inh -1, mIAP activ 1, APOBEC3G inh -1, mIAP block -1, hIAP act 1, A3A deaminase -1, ATG4B inh -6 and MPTP inh 0.7.
`O=C(OCc1ccccc1F)c1ccc2c(c1)OCCO2` gave MIN6 prolif 0, hIAP inh 6, mIAP activ 0.96, APOBEC3G inh -1, mIAP block 4, hIAP act 0.94, A3A deaminase -1, ATG4B inh 4 and MPTP inh -5.4.
For Cc1cc(C)c(C(=O)c2ccc(C(=O)N3CCCCC3)cc2)c(C)c1 the results were MIN6 prolif -2, hIAP inh -21, mIAP activ 0.96, APOBEC3G inh -4, mIAP block 4, hIAP act 1.2, A3A deaminase 0, ATG4B inh 14 and MPTP inh -1.2.
COc1cccc2cc(-c3cn4ccc(C)cc4n3)c(=O)oc12 was read as MIN6 prolif -1, hIAP inh 0, mIAP activ 1.1, APOBEC3G inh -9, mIAP block -6, hIAP act 1, A3A deaminase -6, ATG4B inh -4 and MPTP inh 0.3.
Screening CC(=O)c1ccc(C(=O)N2CCCC(Nc3ccccc3)C2)s1 (stereo not given) returned MIN6 prolif 2, hIAP inh -10, mIAP activ 0.98, APOBEC3G inh -7, mIAP block 2, hIAP act 1.1, A3A deaminase -2, ATG4B inh -7 and MPTP inh -2.0.
For CC(=O)Cc1nsc(NC(=O)c2cccs2)n1 the results were MIN6 prolif -1, hIAP inh -5, mIAP activ 0.95, APOBEC3G inh 3, mIAP block 5, hIAP act 1.1, A3A deaminase 7, ATG4B inh -2 and MPTP inh 0.7.
`O=C(O)c1c(F)c(F)cc2ccccc12` gave MIN6 prolif 1, hIAP inh -1, mIAP activ 1.1, APOBEC3G inh -6, mIAP block -11, hIAP act 1, A3A deaminase -8, ATG4B inh -2 and MPTP inh -1.1.

Ordered by number of heavy atoms (smallest number first): some entries from above.
For CC(=O)Cc1nsc(NC(=O)c2cccs2)n1 the results were MIN6 prolif -1, hIAP inh -5, mIAP activ 0.95, APOBEC3G inh 3, mIAP block 5, hIAP act 1.1, A3A deaminase 7, ATG4B inh -2 and MPTP inh 0.7.
For O=S(=O)(Nc1cccc(C(F)(F)F)c1)c1cccnc1 the results were MIN6 prolif -1, hIAP inh -11, mIAP activ 1.2, APOBEC3G inh -3, mIAP block -22, hIAP act 1.1, A3A deaminase -3, ATG4B inh 1 and MPTP inh -0.6.
COc1cccc2cc(-c3cn4ccc(C)cc4n3)c(=O)oc12 was read as MIN6 prolif -1, hIAP inh 0, mIAP activ 1.1, APOBEC3G inh -9, mIAP block -6, hIAP act 1, A3A deaminase -6, ATG4B inh -4 and MPTP inh 0.3.
`COc1ccc(NC(=O)NC23CC4(C)CC(C)(CC(C)(C4)C2)C3)cc1` gave MIN6 prolif -4, hIAP inh -30, mIAP activ 3.1*, APOBEC3G inh -3, mIAP block -207, hIAP act 1.3, A3A deaminase 2, ATG4B inh -3 and MPTP inh 97*.
`O=C(Cn1cnc2c(cnn2-c2ccccc2Cl)c1=O)N1CCc2ccccc21` gave MIN6 prolif -1, hIAP inh 6, mIAP activ 0.96, APOBEC3G inh -4, mIAP block 4, hIAP act 0.94, A3A deaminase 0, ATG4B inh 6 and MPTP inh 8.1.

Next section
N#Cc1ccc(OCC(=O)Nc2cc(S(=O)(=O)N3CCOCC3)ccc2N2CCOCC2)cc1 was read as MIN6 prolif -2, hIAP inh -11, mIAP activ 1.1, APOBEC3G inh -7, mIAP block -7, hIAP act 1.1, A3A deaminase -4, ATG4B inh -11 and MPTP inh 1.2.
`COc1ccc(N(C(=O)c2ccncc2)S(=O)(=O)c2ccccc2)cc1` gave MIN6 prolif -1, hIAP inh -5, mIAP activ 0.9, APOBEC3G inh -4, mIAP block 10, hIAP act 1.1, A3A deaminase -5, ATG4B inh -3 and MPTP inh -0.3.
Screening O=c1c2ccccc2nc2sc(Nc3ccc(F)cc3)nn12 returned MIN6 prolif 0, hIAP inh 9, mIAP activ 1.1, APOBEC3G inh -4, mIAP block -9, hIAP act 0.91, A3A deaminase -6, ATG4B inh 5 and MPTP inh 0.9.
For Cc1ccc(SCC(=O)N(C)CC(=O)Nc2cccc(F)c2)c(C)c1 the results were MIN6 prolif -3, hIAP inh 3, mIAP activ 1, APOBEC3G inh -4, mIAP block -3, hIAP act 0.97, A3A deaminase 0, ATG4B inh 8 and MPTP inh 1.6.
CCCCCCc1cc2cc(-c3nnc(-c4ccccc4OC)o3)c(=O)oc2cc1O was read as MIN6 prolif -6, hIAP inh -8, mIAP activ 0.8, APOBEC3G inh -289, mIAP block 20, hIAP act 1.1, A3A deaminase -198, ATG4B inh -7 and MPTP inh 84*.
`CCn1c(COc2ccc3c(c2)CCCC3)nnc1SCC(=O)Nc1nccs1` gave MIN6 prolif -3, hIAP inh 5, mIAP activ 1, APOBEC3G inh -6, mIAP block -2, hIAP act 0.95, A3A deaminase -1, ATG4B inh 3 and MPTP inh 1.5.
`Cc1cc2oc(C(=O)NCc3ccncc3)c(C)c2cc1C` gave MIN6 prolif 1, hIAP inh 22, mIAP activ 0.99, APOBEC3G inh -4, mIAP block 1, hIAP act 0.78, A3A deaminase -6, ATG4B inh -19 and MPTP inh -0.6.
Screening Oc1[nH]c2ccccc2c1OCc1ccncc1 returned MIN6 prolif -1, hIAP inh 10, mIAP activ 1.2, APOBEC3G inh -4, mIAP block -18, hIAP act 0.9, A3A deaminase -2, ATG4B inh 7 and MPTP inh -1.3.
COC(=O)c1ccc(C)c(NC(=O)c2ccc(CN3CCc4ccccc4C3)cc2)c1 was read as MIN6 prolif -2, hIAP inh -10, mIAP activ 1, APOBEC3G inh -6, mIAP block -2, hIAP act 1.1, A3A deaminase 0, ATG4B inh -4 and MPTP inh -0.7.
For O=C(NC1CCCC1)C(c1ccncc1)N(Cc1ccccc1)C(=O)Cc1cccs1 (stereo not given) the results were MIN6 prolif 2, hIAP inh 16, mIAP activ 1.1, APOBEC3G inh -2, mIAP block -7, hIAP act 0.84, A3A deaminase -5, ATG4B inh 2 and MPTP inh -0.3.
For Cc1ccc(S(=O)(=O)Nc2c(C)ccc3nsnc23)cc1 the results were MIN6 prolif 2, hIAP inh 3, mIAP activ 1.1, APOBEC3G inh -8, mIAP block -7, hIAP act 0.97, A3A deaminase -4, ATG4B inh 12 and MPTP inh 2.0.
`COc1ccc(C(=O)N2CCN(c3ccccc3)CC2)cc1S(=O)(=O)NC1CC1` gave MIN6 prolif -1, hIAP inh -2, mIAP activ 1, APOBEC3G inh -12, mIAP block -4, hIAP act 1, A3A deaminase -4, ATG4B inh -9 and MPTP inh -1.1.
Screening COc1ccc(Cl)cc1N(CC(=O)NC1CC2CCC1C2)S(=O)(=O)c1ccccc1 (stereo not given) returned MIN6 prolif -5, hIAP inh 4, mIAP activ 0.97, APOBEC3G inh -7, mIAP block 3, hIAP act 0.96, A3A deaminase -3, ATG4B inh 0 and MPTP inh 0.0.
For COc1cccc2cc(C(C)N(CCCN3CCOCC3)C(=S)Nc3ccc(C)cc3)oc12 (stereo not given) the results were MIN6 prolif -3, hIAP inh -10, mIAP activ 1, APOBEC3G inh -4, mIAP block -2, hIAP act 1.1, A3A deaminase 1, ATG4B inh -8 and MPTP inh 2.0.
For COc1ccc(C(=O)OCC(=O)c2cc(C)n(CC3CCCO3)c2C)cc1[N+](=O)[O-] (stereo not given) the results were MIN6 prolif -3, hIAP inh -4, mIAP activ 1.2, APOBEC3G inh -2, mIAP block -19, hIAP act 1, A3A deaminase -4, ATG4B inh 5 and MPTP inh -0.3.
COC(=O)C1=C(C)N(CCCC(=O)O)C(=O)NC1c1cccc(OC)c1 (stereo not given) was read as MIN6 prolif 0, hIAP inh 14, mIAP activ 1.1, APOBEC3G inh -3, mIAP block -6, hIAP act 0.85, A3A deaminase 5, ATG4B inh -3 and MPTP inh -0.1.

Source: PubChem BioAssay (Sanford-Burnham Center for Chemical Genomics)
